Screening results (PubChem)
Tau filament bind: binders of human tau filaments; P10636; Potency, µM (highest dose often 57.1 µM), inactives show top-dose activity change, negative = inhibition; recombinant tau filaments, thioflavin S fluorescence, 15 h; filaments grown with octadecylsulfate alongside compound; 71,000 compounds, 2% hits;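 further: potency means the concentration at half of the fitted maximal effect; on the % scale 0 is the no-effect control and ±100 the full control effect; actives lower thioflavin S fluorescence by blocking filaments or displacing dye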
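His-tagged recombinant human tau (exons 2, 3 and 10 included), 1 uM, was induced to fibrillize by 30 uM sodium octadecylsulfate with compound present. After 15 h at 37 C, thioflavine S fluorescence (ex 450, em 510 nm) was read.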
ERK AVP block: vasopressin-driven ERK pathway inhibition; 72,000 compounds, 0.99% hits; HEK293-V1b, vasopressin-stimulated pERK AlphaScreen; Potency, µM (doses to about 57.5 µM), for inactives: at the top dose activity, negative = inhibition, usual class: inhibitors; further: potency means the concentration at half of the fitted maximal effect; on the % scale 0 is the no-effect control and ±100 the full control effect; nearly all actives have a fitted effect of over 55% in size
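HEK293 cells stably expressing V1b receptor, seeded overnight in 1% FBS, were treated with compounds for 30 min at 37C, then stimulated 5 min with 25 nM vasopressin; phospho-ERK read by AlphaScreen SureFire after lysis.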
USP2a inh: inhibitors of human ubiquitin-specific protease USP2a; AID 927; 60,000 compounds, 0.1% hits; USP2a enzymatic assay, qHTS inhibition; Potency, µM (series often up to 38.3 µM), for inactives: at the top dose activity change, negative = inhibition, usual class: inhibitors;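 further: potency means the concentration at half of the fitted maximal effect; nearly all actives have a fitted effect of over 60% in size; plate controls were DMSO for no effect and NEM full inhibition control for full effect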
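Coupled readout: USP2-cleaved Ub-PLA2 (20nM final) turns over NBD C6-HPC (20uM final), Ex 460nm/Em 535nm after 2.5 h, time-zero read flagging artifacts. Enzyme (20nM final, pH 8.0 Tris) given 30 min RT with compound first; NEM defines full inhibition.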
Casp7 inh: blocks human caspase-7 allosterically or competitively | Potency, µM (series often up to 57.5 µM), for the others: at the top dose activity change, negative = inhibition, hits mostly inhibitors | 75,000 compounds, 0.02% hits | recombinant caspase-7, Ac-DEVD-AFC fluorescence rate | AID 889; active means well fitted inhibition curve with a large enough effect in the main read-out, with a control signal flat, not every such curve was filed as active; inconclusive means small, poorly fitted or top-dose-only effect, or a change in a side signal; further: potency means the concentration at half of the fitted maximal effect; % of control where 0% means no effect
CRE Fsk mod: CRE-bla signaling modulation under forskolin stimulation. CHO CRE-bla reporter (cAMP response element driving beta-lactamase), forskolin EC10, beta-lactamase ratio. AID 662. Potency, µM (highest dose often 38.2 µM), inactives show top-dose activity change, negative = inhibition, most hits filed as activators. 71,000 compounds, 2.5% hits; active means well fitted activation curve with a large enough effect in the signal ratio, with a control signal flat, not every such curve was filed as active; inconclusive means small, poorly fitted or top-dose-only effect, or effect the other way, or a change in a side signal; the % refers to the signal ratio; further: potency means the concentration at half of the fitted maximal effect; % of control where 0% means no effect
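CHO CRE-bla cells, overnight plating in Opti-MEM with 0.5% dialyzed FBS; cpd titration + EC10 NKH 477, 3 h 37 °C; CCF4 2 h RT; ex 405/em 460 vs 530 ratio → %Activity, AC50.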
HEK293 cAMP ctrl: raises cAMP in parental HEK293 cells, TSHR agonist counter-screen | parental HEK293 CNG cAMP sensor, membrane potential fluorescence | Potency, µM (titrated, usually from 57.1 µM), for the others: at the highest dose activation, actives largely listed as activators | 73,000 compounds, 2.5% hits; further: potency means the concentration at half of the fitted maximal effect; % of control where 0% means no effect; nearly all actives have a fitted effect of over 55% in size
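Counterscreen for endogenous-receptor signalling: CNG-channel HEK 293 cells report cAMP rise by membrane depolarization. After 60 min dye equilibration with 100 uM RO 20-1724, compounds incubated 30 min before bottom-read fluorescence at 590 nm.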
FLuc inh: inhibitors of firefly luciferase; 72,000 compounds, 2.2% hits; purified firefly luciferase, luminescence, 8 min; Potency, µM (top dose mostly 57.1 µM), for the others: at the top dose activity change, negative = inhibition, usual class: inhibitors; AID 411; further: potency means the concentration at half of the fitted maximal effect; on the % scale 0 is the no-effect control and ±100 the full control effect; nearly all actives have a fitted effect of over 40% in size
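qHTS concentration-response profiling: light output of P. pyralis luciferase with luciferin and 10 uM ATP, imidazole buffer pH 7.2. Read by luminescence after 8-min room-temperature incubation.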
BRCT PPI green: blocks human BRCA1 BRCT binding to phosphopeptide, green readout. P38398. Potency, µM (highest dose often 76.9 µM), for inactives: at the top dose activity change, negative = inhibition, hits mostly inhibitors. BRCA1 BRCT-phosphopeptide binding, green fluorescence polarization. 75,000 compounds, 0.05% hits;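 further: potency means the concentration at half of the fitted maximal effect; plate controls were peptide without protein for full effect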
Target sequence (P38398 whole entry, looked up): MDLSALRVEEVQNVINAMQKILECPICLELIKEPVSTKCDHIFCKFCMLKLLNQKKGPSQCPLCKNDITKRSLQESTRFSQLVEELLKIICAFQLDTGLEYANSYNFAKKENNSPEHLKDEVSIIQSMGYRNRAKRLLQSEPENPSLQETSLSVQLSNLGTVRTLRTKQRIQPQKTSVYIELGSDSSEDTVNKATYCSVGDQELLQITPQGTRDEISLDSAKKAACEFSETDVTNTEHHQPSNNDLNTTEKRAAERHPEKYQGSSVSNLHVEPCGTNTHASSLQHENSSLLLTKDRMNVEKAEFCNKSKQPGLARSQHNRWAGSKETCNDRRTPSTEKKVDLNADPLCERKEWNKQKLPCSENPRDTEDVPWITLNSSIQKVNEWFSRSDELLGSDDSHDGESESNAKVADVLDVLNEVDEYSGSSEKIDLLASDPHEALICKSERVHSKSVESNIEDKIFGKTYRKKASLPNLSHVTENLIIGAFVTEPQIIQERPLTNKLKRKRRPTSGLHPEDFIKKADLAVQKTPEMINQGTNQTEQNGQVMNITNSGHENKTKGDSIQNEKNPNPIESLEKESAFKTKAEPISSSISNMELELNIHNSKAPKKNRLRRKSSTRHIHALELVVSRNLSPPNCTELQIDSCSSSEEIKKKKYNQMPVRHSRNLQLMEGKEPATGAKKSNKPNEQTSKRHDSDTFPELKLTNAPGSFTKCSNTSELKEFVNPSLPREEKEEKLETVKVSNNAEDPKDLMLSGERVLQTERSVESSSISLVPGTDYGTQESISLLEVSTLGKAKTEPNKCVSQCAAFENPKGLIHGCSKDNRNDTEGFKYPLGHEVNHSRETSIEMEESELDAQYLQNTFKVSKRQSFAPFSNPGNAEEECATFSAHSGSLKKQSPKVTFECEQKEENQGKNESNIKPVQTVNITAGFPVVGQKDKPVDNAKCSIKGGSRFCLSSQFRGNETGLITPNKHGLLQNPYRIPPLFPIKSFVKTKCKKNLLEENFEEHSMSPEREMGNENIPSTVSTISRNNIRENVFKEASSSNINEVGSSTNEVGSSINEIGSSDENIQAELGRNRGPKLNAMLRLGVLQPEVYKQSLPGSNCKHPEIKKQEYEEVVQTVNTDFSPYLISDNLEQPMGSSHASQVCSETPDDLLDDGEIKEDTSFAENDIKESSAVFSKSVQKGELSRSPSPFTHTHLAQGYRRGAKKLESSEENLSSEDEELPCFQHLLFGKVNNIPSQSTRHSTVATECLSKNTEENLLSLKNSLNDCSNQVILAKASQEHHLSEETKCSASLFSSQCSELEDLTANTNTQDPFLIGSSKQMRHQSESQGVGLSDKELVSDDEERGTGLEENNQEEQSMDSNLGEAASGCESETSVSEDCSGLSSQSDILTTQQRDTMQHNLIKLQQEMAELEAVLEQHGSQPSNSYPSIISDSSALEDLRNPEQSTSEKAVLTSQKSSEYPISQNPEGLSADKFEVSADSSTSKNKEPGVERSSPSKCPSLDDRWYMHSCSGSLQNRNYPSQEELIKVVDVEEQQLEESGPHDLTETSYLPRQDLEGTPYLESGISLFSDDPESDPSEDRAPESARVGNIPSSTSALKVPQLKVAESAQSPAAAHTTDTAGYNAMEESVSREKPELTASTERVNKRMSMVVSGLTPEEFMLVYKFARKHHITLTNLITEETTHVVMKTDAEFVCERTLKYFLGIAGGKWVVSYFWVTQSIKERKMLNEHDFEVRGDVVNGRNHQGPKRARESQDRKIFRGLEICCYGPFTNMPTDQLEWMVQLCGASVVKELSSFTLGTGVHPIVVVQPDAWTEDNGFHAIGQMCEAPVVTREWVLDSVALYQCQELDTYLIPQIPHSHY
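Fluorescence polarization: His-tagged BRCT (~35 kDa BRCA1 C-terminus, 250 nM) bound to 100 nM fluorescein-labeled phosphorylated 10-aa BACH1 peptide, pH 7.3 phosphate buffer with DTT and Tween 20. Compounds incubated 12 min at room temperature; inhibition read as lowered polarization.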
A350 fluor: compounds fluorescent in Alexa 350 spectral region; max dye-equivalent concentration, M; Compound autofluorescence, 340/450 nm, Alexa 350 dye-equivalents; active compounds read high; AID 590; 59,000 compounds, 11% hits; in the data active means max dye-equivalent concentration above about 10 nM; inconclusive means mostly about 1.1 nM to 9.6 nM
BRCT inh red: inhibitors of human BRCA1 BRCT-phosphoprotein interaction (red fluorophore). 75,000 compounds, 0.03% hits. Potency, µM (top dose mostly 76.9 µM), without a hit: at the highest dose activity change, negative = inhibition, hits mostly inhibitors. BRCT-phosphopeptide binding, red fluorescence polarization. AID 892; further: on the % scale 0 is the no-effect control and ±100 the full control effect
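Rhodamine-labelled pBACH1 10-mer (100 nM) bound to BRCT domain (100 nM) at pH 7.3; compounds incubated 12 min room temperature, polarization read. Free peptide defines full inhibition; unlabelled decapeptide titrated as control.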
Caspase-1 inhib: caspase-1 (human) inhibition, allosteric or competitive | Potency, µM (top dose mostly 57.5 µM), inactives show top-dose activity change, negative = inhibition, hits mostly inhibitors | AID 900 | 75,000 compounds, 0.03% hits | P29466 | Caspase-1 enzyme, Ac-WEHD-AFC fluorogenic rate;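 further: potency means the concentration at half of the fitted maximal effect; plate controls were vehicle for no effect and no substrate for full effect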
Active calls of the source: *; i = inactive; ? = inconclusive; · = no result given; [ ] = another dose, or the depositor's remark. Unless noted, the call rests on the fitted dose curve; in most records, active means well fitted curve in the direction sought with a large enough effect; inconclusive means small, poorly fitted or top-dose-only effect, or another doubt; inactive means no such curve, though single readings can be large; an effect the other way counts as inactive or inconclusive.

SMILES	Tau filament bind	ERK AVP block	USP2a inh	Casp7 inh	CRE Fsk mod	HEK293 cAMP ctrl	FLuc inh	BRCT PPI green	A350 fluor	BRCT inh red	Caspase-1 inhib
COc1ccc(C(c2nnnn2C2CCCC2)N2CCN(C3CCCC3)CC2)cc1OC (stereo unspecified)	-2%	2%	·	0%	-1%	25%	-7%	-2.0%	i	-0.7%	-2%
COc1ncc2nc(-c3cccc(C#N)c3)c(=O)n(CCC#N)c2n1	-1%	?	10%	-15%	?	5%	0%[11.4 µM]	-3.6%	?	-0.6%	-11%
Nc1nonc1-c1noc(-c2ccccc2Br)n1	-10%	23%	2%	-1%	0%	26%	-15%	1.3%	i	-1.3%	0%
CC(=O)Oc1ccc2oc(C)c(C(=O)N3CCOCC3)c2c1	·	·	·	0%	·	-13%	·	-1.5%	·	-2.3%	-2%
CCCN(Cc1cc2ccc(C)cc2[nH]c1=O)C(=O)c1ccccn1	-22%	-6%	30%[activator]	-1%	16%	8%	-1%	1.2%	i	-0.7%	-2%
COc1nc(NCCN2CCOCC2)nc(Nc2ccccc2)n1	-9%	-17%	2%	-1%	5%	4%	-9%	1.4%	i	-0.1%	0%
Cc1nc(C)c(C(=O)C2=C(O)C(=O)N(CCCn3ccnc3)C2c2ccccc2)s1 (stereo unspecified)	11%	7%	-4%	-3%	13%	5%	3%	-2.8%	?	-1.4%	-4%
COc1ccc(CNC(=O)C2CC(c3cccc(OC)c3)=NO2)cc1 (stereo unspecified)	1%	15%	-1%	0%	?	22%[2.29 µM]	1%	0.4%	i	1.0%	1%
CCOC(=O)c1cccc(NC(=O)CSc2nc3cccnc3n2C)c1	-6%	25µM*	12%	0%	26%	?	-35%	0.9%	i	-0.8%	-1%
C=C1CCC(C2CC(=O)OC2=O)C(=O)CCC2C1CC2(C)C (stereo unspecified)	·	-6%	-16%	1%	·	·	·	-2.1%	·	-1.3%	0%
O=C(CNCC1CCCO1)N1CCCc2ccccc21 (stereo unspecified)	-3%	21%	-8%	8%	0%	-2%	6%	-0.9%	i	1.4%	1%
CCCN1C(=O)C(O)(C2CC(=O)CC(C)(C)O2)c2ccccc21 (stereo unspecified)	4%	0%	0%	0%	11%	4%	0%	-0.3%	i	1.1%	-1%
O=C(O)CN1C(=O)C2C3C=CC(C3)C2C1=O (stereo unspecified)	-7%	·	·	1%	-9%	2%	1%	0.6%	·	0.2%	-1%
O=C(Nc1ccccc1-c1nnn(CC(=O)N2CCN(c3ccccc3)CC2)n1)c1cccs1	4%	8%	20%	6%	?	11%	-35%	-2.8%	i	-0.3%	-3%
O=C(Nc1cccc2cccc(NC(=O)c3ccco3)c12)c1ccco1	13µM*	-22%	23%	-11%	-5%	1%	2%	-1.7%	i	1.3%	2%

Some of these compounds in order of length of the SMILES, high to low:
SMILES	Tau filament bind	ERK AVP block	USP2a inh	Casp7 inh	CRE Fsk mod	HEK293 cAMP ctrl	FLuc inh	BRCT PPI green	A350 fluor	BRCT inh red	Caspase-1 inhib
O=C(Nc1ccccc1-c1nnn(CC(=O)N2CCN(c3ccccc3)CC2)n1)c1cccs1	4%	8%	20%	6%	?	11%	-35%	-2.8%	i	-0.3%	-3%
C=C1CCC(C2CC(=O)OC2=O)C(=O)CCC2C1CC2(C)C (stereo unspecified)	·	-6%	-16%	1%	·	·	·	-2.1%	·	-1.3%	0%
Nc1nonc1-c1noc(-c2ccccc2Br)n1	-10%	23%	2%	-1%	0%	26%	-15%	1.3%	i	-1.3%	0%

(further entries)
SMILES	Tau filament bind	ERK AVP block	USP2a inh	Casp7 inh	CRE Fsk mod	HEK293 cAMP ctrl	FLuc inh	BRCT PPI green	A350 fluor	BRCT inh red	Caspase-1 inhib
Cc1ccc(Nc2cccccc2=O)cc1	-23%	-21%	0%	0%	-7%	2%	25µM*	-0.8%	i	1.5%	-2%
O=C(CSc1nnc(-c2ccccc2F)o1)OCc1ccccc1	1%	-10%	-10%	-1%	-2%	?	-1%	-2.6%	i	-0.4%	-3%
O=C(c1ccccc1)c1nc[nH]c1C(=O)Nc1ccccn1	-7%	?	3%	-2%	10µM*	0%	-2%	-3.1%	i	2.0%	0%
[N-]=[N+]=CC(=O)CCCN1C(=O)c2ccccc2C1=O	-7%	-20%	5%	-1%	12%	-10%	-1%	-0.8%	i	-0.6%	1%
O=C(CN1CCN(c2ccccc2F)CC1)Nc1ccccc1F	-4%	28%	-6%	1%	?	?	2%	3.8%	?	-1.8%	0%
CCCCN(C)CCC(=O)Nc1ccc(OC)cc1OC	·	·	·	1%	·	-7%	·	1.0%	·	-1.5%	-1%
Oc1ccccc1C(=S)N1CCCCCC1	25µM*	-10%	27%	-1%	-12%	-6%	0%	1.3%	i	-0.9%	1%
CCOC(=O)CC1=Nc2ccccc2NC(=O)C1	-7%	-24%	-2%	0%	5%	6%	-2%	-1.3%	i	-1.7%	-1%
Nc1ncnc2c1nc(Br)n2[C@@H]1O[C@H]2COP(=O)(O)O[C@@H]2[C@H]1O	-5%	6%	0%	0%	?	?	2%	-1.3%	2.4e-08M*	-2.4%	2%
O=C(CSc1nnc2ccccn12)NC(=O)NC1CCCCC1	-3%	12%	6%	-2%	4%	7%	0%	-1.0%	i	-0.6%	3%
O=C(NCCc1ccccc1)C1CCN(c2nc3ccccc3o2)CC1	7%	15%	9%	-2%	-26%	12%	2%	-0.7%	i	0.1%	0%
CCC(Sc1nc(C)cc(=O)[nH]1)C(=O)Nc1ccc(Cl)cn1 (stereo unspecified)	1%	1%	·	-1%	?	1%	0%	-1.2%	·	0.7%	-2%
O=C(CN1CCOCCOCCN(CC(=O)Nc2ccccc2)CCOCC1)Nc1ccccc1	-6%	-6%	3%	-2%	?	1%	2%	-2.3%	?	-0.5%	-1%
O=C(Nc1ccc2c(c1)OCO2)c1ccc(CN2CCOCC2)cc1	16µM*	?	35%[activator]	-1%	1%	18%	?	-2.0%	·	-1.9%	-2%
CC(C)(C)n1ncc2c(=O)n(CC(=O)NCc3ccccc3)cnc21	-6%	-11%	0%	-1%	?	9%	20µM*	-0.1%	i	-0.8%	2%
C=CCn1c2ccccc2c2nnc(SCCCn3c(=O)[nH]c4ccccc43)nc21	3.2µM*	13µM*	8%	-5%	1.3µM*	?	-2%	-6.8%	·	-1.1%	-3%
COc1ccc(NS(=O)(=O)c2cc(-c3nnnn3C)ccc2OC)cc1	2%	27%	9%	1%	4%	4%	4%	-4.5%	·	0.6%	0%
O=C(c1ccncc1)N(Cc1ccco1)Cc1cc2ccccc2[nH]c1=O	8%	-10%	-3%	-1%	-11%	2%	0%	0.1%	?	-0.2%	0%
CCN1C(=O)C(O)(CC(=O)c2cc(C)ccc2C)c2ccccc21 (stereo unspecified)	1%	-8%	2%	1%	1%	10%	2%	-0.3%	i	0.9%	-2%
Cc1ccc(NC(=O)Cn2cccc2)cc1C	4%	-20%	19%	0%	5%	?	-14%	2.1%	i	0.1%	-2%
CCOC(=O)OCC1OC(c2ccccc2)C=CC1Oc1ccc(F)cc1C (stereo unspecified)	·	13%[11.5 µM]	·	0%[11.5 µM]	·	14%[11.4 µM]	·	-0.5%[15.4 µM]	·	-1.3%[15.4 µM]	5%[11.5 µM]
CC(=O)c1cccc(NC(=O)c2ccc(NS(=O)(=O)c3c(C)noc3C)cc2)c1	4%	-8%	-2%	3%	15%	-6%	0%	-3.3%	i	-2.6%	-2%
CCOC(=O)C1=C(C)NC(=O)NC1c1ccc(OC(=O)c2ccco2)c(OC)c1 (stereo unspecified)	0%[11.4 µM]	-19%	13%[7.66 µM]	0%	?	6%[11.4 µM]	0%	-0.1%	·	0.2%	-3%
CN(Cc1ccco1)c1ncnc2ccc(-c3cccc(C#N)c3)cc12	-5%	7%	17%	-10%	?	13%	1%[2.29 µM]	1.9%	i	0.4%	-2%
CC(C)(C)C1CCC(=O)C(C2(O)C(=O)Nc3ccccc32)C1 (stereo unspecified)	13%	-10%	5%	0%	-12%	5%	3%	-1.9%	i	-1.2%	-1%
COC(=O)c1coc(-c2ccc(C)cc2)c1C(=O)OC	1%	12%	0%	-1%	9%	27%	-9%	1.4%	·	-0.8%	-2%

Taken from the entries so far, two compounds:
SMILES	Tau filament bind	ERK AVP block	USP2a inh	Casp7 inh	CRE Fsk mod	HEK293 cAMP ctrl	FLuc inh	BRCT PPI green	A350 fluor	BRCT inh red	Caspase-1 inhib
C=CCn1c2ccccc2c2nnc(SCCCn3c(=O)[nH]c4ccccc43)nc21	3.2µM*	13µM*	8%	-5%	1.3µM*	?	-2%	-6.8%	·	-1.1%	-3%
COc1ccc(NS(=O)(=O)c2cc(-c3nnnn3C)ccc2OC)cc1	2%	27%	9%	1%	4%	4%	4%	-4.5%	·	0.6%	0%
